tim23-1 inh: inhibits growth of tim23-1 mutant yeast; 330,000 tested, 1.3% active; inhibition, % at 20 µM; S. cerevisiae tim23-1 growth, BacTiter-Glo luminescence, 24 h; AID 463212;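 active = growth inhibition of the mutant yeast at or above 50%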;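 note: temperature-sensitive mutant grown at 25 °C; plate controls were DMSO-treated mutant yeast for no effect and medium wells lacking yeast for full effect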
CCR6 antagonist: blocks CCL20-driven beta-arrestin recruitment at human CCR6. 340,000 tested, 0.49% active. P51684. CHO-K1 CCR6 PathHunter beta-arrestin, luminescence, CCL20-stimulated. inhibition, % at 20 µM;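 active = compounds whose inhibition of the agonist-driven luminescence signal at 20 µM reaches about 50%, limit read from the data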;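 note: cells stimulated with CCL20 at 14 nM final; plate controls were DMSO with CCL20 for no effect and DMSO without agonist for full effect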
EBI2 block: EBI2 (human) antagonism; P32249; EBI2 beta-arrestin recruitment, luminescence, 7a,25-OHC stimulated; inhibition, % at 5 µM; 360,000 tested, 0.81% active; AID 651636; in the data active = inhibition above about 38%;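 note: enzyme fragment complementation signal reports receptor beta-arrestin coupling in cells; 0% = agonist plus DMSO wells and 100% = wells without agonist; some results beyond the cut were filed as inactive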
UPR XBP1 act: adaptive UPR (XBP1) activation; CHO-XBP1 luciferase reporter, IRE1-XBP1 UPR activation, luminescence; percent of tunicamycin response, DMSO as zero; activation, % at 20 µM; 330,000 tested, 0.33% active; AID 463104;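 active = versus positive control, 20 µM dose yields 30% or more activation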;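 note: 100% = tunicamycin at 10 µg/mL and 0% = DMSO only wells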
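Assay system: IRE1-XBP1 luciferase reporter CHO line. Input: 1000 cells/well. Buffer or medium: F12 with 10% serum. Doses: 20 µM, 1% DMSO. Times: overnight seeding at 37 °C, 6 h compound treatment at 37 °C. Technique: Steady-Glo luciferase glow luminescence, 10 min after reagent addition.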
Mdm2 MdmX PPI: inhibitors of human Mdm2/MdmX interaction. 330,000 tested, 3% active. SaOS-2 split-luciferase Mdm2/MdmX complementation, luminescence. inhibition, % at 8 µM. O15151+Q00987. AID 485346;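 active = inhibition of at least 50% at 8 µM in the primary screen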
Target sequence (O15151 whole entry, looked up): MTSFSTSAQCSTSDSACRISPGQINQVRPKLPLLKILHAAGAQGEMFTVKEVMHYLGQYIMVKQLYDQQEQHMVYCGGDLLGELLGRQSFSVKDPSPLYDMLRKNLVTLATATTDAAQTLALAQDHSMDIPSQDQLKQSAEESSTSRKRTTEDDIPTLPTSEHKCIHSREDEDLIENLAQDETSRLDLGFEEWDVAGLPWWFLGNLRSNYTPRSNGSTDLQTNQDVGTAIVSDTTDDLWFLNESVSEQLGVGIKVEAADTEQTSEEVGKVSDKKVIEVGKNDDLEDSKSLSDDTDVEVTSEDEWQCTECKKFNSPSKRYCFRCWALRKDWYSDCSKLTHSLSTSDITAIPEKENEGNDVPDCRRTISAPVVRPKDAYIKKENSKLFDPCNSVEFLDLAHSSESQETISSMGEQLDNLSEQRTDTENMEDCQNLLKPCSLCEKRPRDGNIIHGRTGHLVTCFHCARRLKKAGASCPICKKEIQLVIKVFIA
Target sequence (Q00987 whole entry, looked up): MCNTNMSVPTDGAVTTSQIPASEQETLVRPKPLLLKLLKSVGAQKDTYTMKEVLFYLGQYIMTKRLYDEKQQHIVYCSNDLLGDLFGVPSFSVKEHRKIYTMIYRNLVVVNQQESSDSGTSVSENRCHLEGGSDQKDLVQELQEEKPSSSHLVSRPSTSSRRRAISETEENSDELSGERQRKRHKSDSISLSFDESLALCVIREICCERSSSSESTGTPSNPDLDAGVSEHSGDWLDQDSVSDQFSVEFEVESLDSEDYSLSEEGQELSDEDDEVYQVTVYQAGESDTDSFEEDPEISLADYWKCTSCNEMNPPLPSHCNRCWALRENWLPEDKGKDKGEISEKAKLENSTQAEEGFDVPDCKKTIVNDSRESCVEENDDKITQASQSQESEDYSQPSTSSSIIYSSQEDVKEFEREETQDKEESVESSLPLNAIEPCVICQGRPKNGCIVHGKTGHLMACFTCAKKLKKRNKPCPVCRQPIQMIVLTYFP
APJ antagonist: blocks the human apelin receptor APJ. AID 2521. CHO-K1 APJ beta-arrestin complementation, luminescence. 330,000 tested, 0.32% active. inhibition, % at 20 µM. P35414;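 active = inhibition above about 40% at 20 µM, limit read from the data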;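 note: cells challenged with 10 nM apelin-13 agonist together with compound; plate controls were apelin-13 plus DMSO wells for no effect and DMSO wells lacking apelin-13 for full effect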
UPR CHOP act: activators of apoptotic arm of unfolded protein response (CHOP); CHO-CHOP luciferase reporter, UPR activation, luminescence; percent of tunicamycin response over DMSO baseline; activation, % at 10 µM; 330,000 tested, 0.34% active; AID 449763;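 active = at 10 µM dose, activation of 40% or more, normalized to positive control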;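 note: 100% = tunicamycin at 10 µg/mL and 0% = DMSO alone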
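assay system = CHO CHOP reporter cells | amount = 500 CHO-CHOP cells per well | buffer or medium = F12 with 10% FBS | incubation = 16-18 h cell attachment, then 6 h compound exposure, 37 °C | detection = luminescence read with Steady-Glo | read-out = percent activation relative to tunicamycin control | controls = tunicamycin high control, DMSO low control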
APJ agonist: APJ receptor agonism; P35414; activation, % at 20 µM; CHO-K1 APJ PathHunter beta-arrestin, luminescence; 0% DMSO wells, 100% apelin; 330,000 tested, 0.11% active;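 active = activation more than six SD over the plate average, tested at 20 µM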;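 note: 0% = DMSO alone and 100% = apelin-13 at 10 nM; some results filed as inactive read as strong as hits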
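Test system – PathHunter CHO-K1 APJ (AGTRL-1) beta-arrestin reporter cells · Input – 1000 cells/well · Compound – single test compound dose, 20 µM final, 1% DMSO · Times – compound stimulation 90 min at 25 °C, detection 60 min · Technique – beta-gal luminescence · Read-out basis – APJ–arrestin association signal · Control set – negative DMSO alone, positive Apelin-13 at 10 nM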
CXCR6 block: blocks human CXCR6 beta-arrestin recruitment | inhibition, % at 20 µM | 360,000 tested, 0.36% active | CHO-K1 PathHunter CXCR6 beta-arrestin, luminescence | O00574 | AID 602244; in the data active = inhibition above about 34%, passing the limit was not always enough;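 note: antagonist mode with CXCL16 agonist at 10 nM final; 0% = 10 nM CXCL16 with DMSO and 100% = unstimulated wells without agonist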
An asterisk follows results filed as active; nt = no result given. A portion of the library; rates above refer to the full screens.

SMILES	tim23-1 inh	CCR6 antagonist	EBI2 block	UPR XBP1 act	Mdm2 MdmX PPI	APJ antagonist	UPR CHOP act	APJ agonist	CXCR6 block
O=C1CCc2cc(S(=O)(=O)N3CCN(c4ccccc4)CC3)cc3c2N1CCC3	2	-3	-4	-2	12	-49	1.9	5	-8
COCCCNC(=O)c1ccc2c(c1)OCO2	-11	-2	0	4	-20	10	0.3	-4	-5
CCOc1ccccc1NC(=O)COC(=O)CNS(=O)(=O)c1ccc(C)cc1	9	-17	9	2	-10	1	-1.2	-3	0
Cc1cccc(N(Cc2cc3ccccc3[nH]c2=O)C(=O)c2ccco2)c1C	14	15	7	-3	19	13	-0.6	-3	2
Cc1ccc(S(=O)(=O)Nc2cccc(C(=O)NCC(c3ccco3)N(C)C)c2)cc1F (configuration not stated)	17	-6	-1	-1	7	7	1.1	3	-2
COc1cccc(S(=O)(=O)Nc2ccc(C(=O)N3CCCCCC3)cc2)c1	-7	7	-3	0	21	-3	1.0	-2	8
CC(C#N)On1c(SC(C)C#N)nc2ccccc2c1=O (configuration not stated)	16	-4	-11	3	16	1	-2.8	-3	-1
CCCn1c(CN2CCN(C)CC2)nc2ccccc21	-9	-8	-42	0	25	17	-0.4	-6	-2
O=C(Nc1nc2c(F)cc(F)cc2s1)C1COc2ccccc2O1 (configuration not stated)	45	8	0	3	-18	-4	2.2	-3	-3
CCOC(=O)C1=C(CSc2nc3c(cc2C#N)CCC3)OC(N)=C(C#N)C1c1ccccc1 (configuration not stated)	11	-14	4	-4	6	-18	4.4	-1	2
Cc1cc(N/N=C/c2ccco2)c2ccccc2n1	9	-3	-11	-1	7	2	-2.4	-2	-11
Cc1nnc(N/N=C/c2cccc(OCc3ccc(Cl)c(Cl)c3)c2)n1N	41	1	0	9	-5	-17	4.4	2	-2
COc1ccc(/C=N/OCC(=O)Nc2ccc3c(c2)OCO3)c(OC)c1	8	4	0	0	19	4	0.1	2	-2
C=CCN(CC(=O)Nc1c(C)cccc1CC)C(=O)SCCC	5	1	14	-4	8	8	-1.9	-3	3
O=C(CC(=O)Nc1cccc(Cl)c1Cl)Nc1cccc(Cl)c1Cl	-2	-11	10	1	-1	-3	1.3	0	1
COc1ccccc1CN1CCNC(=O)C1CC(=O)NCCOc1cccnc1 (configuration not stated)	6	5	-5	-3	-5	9	0.2	-2	-1
Cc1ccc(OCc2cc(C(=O)N(C)CCc3nc4ccccc4[nH]3)no2)cc1C	15	23	-2	-3	28	-23	0.2	-2	-3
Cc1ccc(NC(=O)C2CCCN2C(=O)NC2CCCCC2)cc1C (configuration not stated)	-3	4	-5	1	3	-3	5.7	-4	1
O=C(COc1ccccc1)N1N=C(c2cccnc2)CC1(O)C(F)(F)F (configuration not stated)	11	-12	-4	2	1	13	-0.5	-5	-3
COc1ccc(C(=O)COC(=O)COc2ccc(C)c(C)c2)cc1	21	13	-8	0	4	-4	-0.1	-2	-3
COc1ccc(S(=O)(=O)N2CCCCC2C)cc1 (configuration not stated)	12	-1	2	-2	-2	-32	0.4	0	4
COc1cc(C(=O)NCc2nnc(SCC(=O)NCCc3ccccc3)o2)cc(OC)c1OC	13	0	-2	-3	18	9	0.2	4	-3
CC(CCc1ccccc1)NC(=O)c1ccccc1Cl (configuration not stated)	7	20	-23	-3	21	21	1.0	2	-6
COc1ccc(CNC(=O)Nc2cccc(C)c2)cc1	-3	7	5	-1	-73	-14	0.4	-3	-3
Cc1ccc(CC(=O)Nc2ccc(C(=O)N3CCCCC3)cc2)cc1	-1	2	11	-2	19	-43	2.7	-1	4
Going on with the list:
SMILES	tim23-1 inh	CCR6 antagonist	EBI2 block	UPR XBP1 act	Mdm2 MdmX PPI	APJ antagonist	UPR CHOP act	APJ agonist	CXCR6 block
CCOc1cc(C(=O)OCC(=O)Nc2c(C)cccc2C)ccc1OCC(=O)N1CCOCC1	7	14	-1	-1	5	9	-0.4	-4	-13
O=C(C1=C[C@@H](c2ccc(Br)cc2)C[C@@H](OCc2ccc(CO)cc2)O1)N1CCN(Cc2ccc3c(c2)OCO3)CC1	30	6	41*	-3	21	-18	2.7	2	4
CCNc1nc(NCC)n2c(SCC(=O)Nc3ccc(OC(F)F)cc3)nnc2n1	9	2	4	-1	-11	-47	-1.1	6	-1
CC(=O)NCCC1CCCCN1Cc1nc(Cc2cccc(C(F)(F)F)c2)no1 (configuration not stated)	18	3	6	-6	6	-10	-1.9	-3	-1
CCOC(=O)N1CCC(NC(=O)Cn2nc(-c3ccccc3)ccc2=O)CC1	2	10	3	-5	12	7	-3.1	-3	5
Cc1ccc(-c2nc(-c3ccccc3)no2)cc1	11	-10	-6	-17	-294	1	-6.1	-4	-7
O=C(CCc1ccccc1)Nc1ccc(F)cc1F	21	4	-12	0	-28	13	4.9	-7	-8
O=C(NN=C1CCCCCCC1)c1ccc(F)cc1	-5	5	-14	-1	-33	-1	-1.0	0	-7
O=C1N(c2ccccc2)C(=Nc2ccccc2)SC12CC2	15	0	0	4	-4	8	-0.2	0	0
COCCNc1oc(-c2ccc(F)cc2)nc1C#N	12	-4	-3	1	2	5	1.1	-4	-5
O=C(Nc1ccc2oc(-c3ccccc3F)nc2c1)c1ccc2c(c1)OCCO2	60*	-6	16	0	29	8	-0.1	4	-5
COc1ccccc1S(=O)(=O)CC(O)COc1ccc(C#N)cc1 (configuration not stated)	1	-2	-10	1	9	-15	-0.7	1	-9
Cc1csc(SC(C)C(=O)NC2CCCCC2C)n1 (configuration not stated)	-16	8	0	0	16	-1	1.5	-4	-2
Cc1cc(NC(=O)CCC(=O)N(Cc2ccccc2)C2(C(=O)NC3CCCCC3)CCCC2)no1	-12	5	2	1	-8	-7	3.9	-2	8
CCOC(=O)c1ccc(Oc2nc(OC)nc(N(C)C)n2)cc1	2	-5	-7	2	0	10	0.7	-3	-1
C(=N\N(c1ccccc1)c1ccccc1)/c1ccc2c(c1)OCO2	-10	11	36	-2	24	20	-2.1	-8	8
COc1ccc(-c2nc(CN3CCN(c4ncnc5ccccc45)CC3)c(C)o2)c(OC)c1	24	9	0	-1	33	7	-1.9	1	-16
CCOC(=O)N1CCC(N2C(=O)c3ccccc3C2Nc2cccnc2)CC1 (configuration not stated)	-4	1	-1	-2	17	5	-0.4	-4	-3
CCc1ccc(C(C(=O)NCc2ccc(OC)cc2)N(CCOC)C(=O)Cc2cccs2)cc1 (configuration not stated)	34	-5	14	-2	-3	1	0.3	-1	6
CCOC(=O)C1=CN(Cc2cccc(F)c2)S(=O)(=O)NC1c1cccc(OC)c1 (configuration not stated)	40	22	4	2	-8	nt	3.8	nt	5
Oc1csc(Cc2nc(-c3ccc(-c4ccccc4)cc3)cs2)n1	7	-17	3	0	-15	-17	0.4	2	4
CSc1nnc(C2CCCN2)n1C (configuration not stated)	7	-20	-13	-4	-17	11	0.5	0	-1
NC(=S)Nc1cccc(F)c1	12	5	10	1	-18	7	0.3	0	1
CC(=O)N/C(=C/c1ccc(Cl)cc1)C(=O)NCCc1c[nH]c2ccccc12	10	2	4	-3	11	11	1.9	0	5
CCc1nonc1NC(=O)c1oc2c(C)c(C)ccc2c1C	11	-20	-16	-2	26	15	1.6	1	-12
Other records follow:
SMILES	tim23-1 inh	CCR6 antagonist	EBI2 block	UPR XBP1 act	Mdm2 MdmX PPI	APJ antagonist	UPR CHOP act	APJ agonist	CXCR6 block
COc1cc2c(cc1OC)C(C)N(C(=O)c1nccnc1C(=O)O)CC2 (configuration not stated)	-18	5	-3	-5	13	-9	-1.4	-4	0
Cc1cc(C(=O)COC(=O)c2cccnc2Cl)c(C)n1C	10	9	-1	-7	-48	-7	-5.9	-3	-11
O=C(COC(=O)Cc1ccc(S(=O)(=O)N2CCOCC2)s1)NCc1ccccc1	-5	-5	-7	-3	29	7	-0.9	-3	-1
C=CCOC(=O)CCCC(=O)NC1CCCCC1	11	13	-5	0	2	23	-1.0	-1	1
CC(C(=O)NC1CCCC1)N(C(=O)c1snc(C(N)=O)c1N)c1ccc2c(c1)OCCO2 (configuration not stated)	8	11	2	3	5	6	-1.0	-1	4
Cc1oc(-c2cccs2)nc1CN1CCC(C(=O)N2CCCC2)CC1	1	10	-1	0	4	6	1.1	0	10
O=C(Oc1cccc(/C=N/Nc2nc(N3CCOCC3)nc(N3CCOCC3)n2)c1)c1ccco1	17	-36	-21	2	20	8	-1.6	-2	0

Ordered by length of the SMILES (largest number first): eleven of the compounds above.
SMILES	tim23-1 inh	CCR6 antagonist	EBI2 block	UPR XBP1 act	Mdm2 MdmX PPI	APJ antagonist	UPR CHOP act	APJ agonist	CXCR6 block
Cc1cc(NC(=O)CCC(=O)N(Cc2ccccc2)C2(C(=O)NC3CCCCC3)CCCC2)no1	-12	5	2	1	-8	-7	3.9	-2	8
COc1ccc(-c2nc(CN3CCN(c4ncnc5ccccc45)CC3)c(C)o2)c(OC)c1	24	9	0	-1	33	7	-1.9	1	-16
CC(=O)N/C(=C/c1ccc(Cl)cc1)C(=O)NCCc1c[nH]c2ccccc12	10	2	4	-3	11	11	1.9	0	5
CCOC(=O)N1CCC(NC(=O)Cn2nc(-c3ccccc3)ccc2=O)CC1	2	10	3	-5	12	7	-3.1	-3	5
Cc1nnc(N/N=C/c2cccc(OCc3ccc(Cl)c(Cl)c3)c2)n1N	41	1	0	9	-5	-17	4.4	2	-2
COc1ccccc1CN1CCNC(=O)C1CC(=O)NCCOc1cccnc1 (configuration not stated)	6	5	-5	-3	-5	9	0.2	-2	-1
COc1ccc(C(=O)COC(=O)COc2ccc(C)c(C)c2)cc1	21	13	-8	0	4	-4	-0.1	-2	-3
CCOC(=O)c1ccc(Oc2nc(OC)nc(N(C)C)n2)cc1	2	-5	-7	2	0	10	0.7	-3	-1
CCc1nonc1NC(=O)c1oc2c(C)c(C)ccc2c1C	11	-20	-16	-2	26	15	1.6	1	-12
COCCNc1oc(-c2ccc(F)cc2)nc1C#N	12	-4	-3	1	2	5	1.1	-4	-5
NC(=S)Nc1cccc(F)c1	12	5	10	1	-18	7	0.3	0	1
